CHX counter: Cycloheximide Counterscreen for Small Molecule Inhibitors of Shiga Toxin; cell reporter, cycloheximide protein synthesis inhibition counterscreen; 300,000 compounds, 12% hits; max response, %; in the data active = max response mostly above about 13%, no sharp cut-off; inactive = mostly below about 14%; note: read at 38.3 µM for the half of the compounds with a filed dose; 0% is about no effect
LmPK inh: qHTS Assay for Inhibitors of Leishmania Mexicana Pyruvate Kinase (LmPK) | Q27686 | purified LmPK, Kinase-Glo ATP luminescence, 1 h | Potency, µM (highest dose often 57.5 µM), without a hit: at the top dose activity change, negative = inhibition, hits mostly inhibitors | 290,000 compounds, 0.37% hits; note: potency is the fitted concentration of half-maximal effect; % is set by controls: 0 for no effect and ±100 for the full control effect
Target sequence (Q27686 whole entry, looked up): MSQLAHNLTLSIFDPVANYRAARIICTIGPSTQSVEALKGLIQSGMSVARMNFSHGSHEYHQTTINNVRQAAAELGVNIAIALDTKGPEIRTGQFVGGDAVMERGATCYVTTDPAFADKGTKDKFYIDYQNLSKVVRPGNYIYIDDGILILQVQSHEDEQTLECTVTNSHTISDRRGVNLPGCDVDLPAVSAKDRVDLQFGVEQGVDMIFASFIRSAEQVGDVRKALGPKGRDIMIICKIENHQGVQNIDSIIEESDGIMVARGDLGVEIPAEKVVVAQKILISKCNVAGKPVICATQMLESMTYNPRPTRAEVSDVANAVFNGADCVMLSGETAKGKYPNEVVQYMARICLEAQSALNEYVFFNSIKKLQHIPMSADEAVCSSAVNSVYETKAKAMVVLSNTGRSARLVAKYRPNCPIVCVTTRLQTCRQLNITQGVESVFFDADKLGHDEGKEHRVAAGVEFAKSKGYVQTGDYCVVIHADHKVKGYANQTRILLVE
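Screened at intermediate enzyme activity to detect both inhibitors and activators: LmPK at 0.1 nM, with a 0.5 nM enzyme column as activation reference. PEP 0.5 mM, ADP 0.1 mM; ATP detected by luminescence after 1 h.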
Pf growth 48h: Primary qHTS for delayed death inhibitors of the malarial parasite plastid, 48 hour incubation; P. falciparum luciferase growth in erythrocytes, 48 h; Potency, µM (titrated, usually from 28.7 µM), for inactives: at the top dose activity change, negative = inhibition, hits mostly inhibitors; 310,000 compounds, 5.9% hits; AID 504832, 2011; note: potency is the fitted concentration of half-maximal effect; % is set by controls: 0 for no effect and ±100 for the full control effect
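Cell-based growth assay: transgenic P. falciparum expressing firefly luciferase, cultured in red cells within RPMI 1640 containing 0.5% w/v Albumax, 24 mM bicarbonate and gentamycin. A drop in luciferase activity indicates inhibition.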
Shiga inhibitor: A qHTS for Small Molecule Inhibitors of Shiga Toxin; 290,000 compounds, 9.2% hits; inhibition, % at 38.7 µM; Vero cells, Shiga toxin protein synthesis inhibition reporter; AID 2315, 2010; in the data active = inhibition mostly above about 28%, no sharp cut-off; inactive = mostly below about 43%; note: 0% is about no effect
TbPYK inhibitor: qHTS of Trypanosoma Brucei Inhibitors; pyruvate kinase (Trypanosoma brucei), Q57TT1; TbPYK enzyme, Kinase-Glo Plus ATP luminescence, 45 min; Potency, µM (highest dose often 76.8 µM), without a hit: top-dose activity, negative = inhibition, hits mostly inhibitors; 410,000 compounds, 0.12% hits; AID 624173, 2012; note: potency is the fitted concentration of half-maximal effect; % is set by controls: 0 for no effect and ±100 for the full control effect; nearly all actives have a fitted effect of over 50% in size
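Quantitative HTS: titrated library compounds versus trypanosomal pyruvate kinase in TEA buffer (pH 7.2) containing KCl, MgCl2, BSA and Tween-20. Reactions were initiated with ADP, 130 uM final. Kinase-Glo Plus luminescence was read after 45 min at RT.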
Pf growth 96h: Primary qHTS for delayed death inhibitors of the malarial parasite plastid, 96 hour incubation | P. falciparum luciferase reporter growth, 96 h | Potency, µM (doses to about 28.7 µM), without a hit: top-dose activity change, negative = inhibition, hits mostly inhibitors | 320,000 compounds, 6.9% hits; note: potency is the fitted concentration of half-maximal effect; % is set by controls: 0 for no effect and ±100 for the full control effect
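Readout is luminescence from an integrated firefly luciferase in P. falciparum. Red cells, 2% hematocrit and 0.05% parasitemia final, were cultured with compound through two parasite generations (96 hours) at 37 C, 5% CO2.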
HCV inh: qHTS Assay for Inhibitors of Hepatitis C Virus (HCV) | Huh7.5.1 HCVcc-Cre infection, luciferase reporter, 44 h | Potency, µM (titrated, usually from 41.8 µM), without a hit: top-dose activity change, negative = inhibition, hits mostly inhibitors | 340,000 compounds, 3.4% hits; note: potency is the fitted concentration of half-maximal effect; % is set by controls: 0 for no effect and ±100 for the full control effect
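Compounds are dispensed onto cells plated 4 h earlier at 1,000 per well, with HCVcc-Cre virus (about 0.5 moi) added next. Following 44 h of culture, luminescent signal is measured for 15 sec after 15 min with substrate at room temperature.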
* hit, by the source's call; [ ] = remark or other dose. Unless noted, calls come from the whole dose curve; as a rule, active = well fitted curve in the direction sought with a large enough effect; inconclusive = small, poorly fitted or top-dose-only effect, or another doubt; inactive = no such curve, though single readings can be large; an effect the other way counts as inactive or inconclusive.

Results for Cc1ccc2nc(SCC(=O)N3CCCC3)[nH]c2c1 ?
CHX counter: 22*; LmPK inh: -9%; Pf growth 48h: 150%[activator]; Shiga inhibitor: 92; TbPYK inhibitor: 1%; Pf growth 96h: 6%; HCV inh: 9%

How did COC(=O)NCC(c1ccco1)N1CCN(c2ccc(F)cc2)CC1 (stereo unspecified) do in these assays?
CHX counter: 6; LmPK inh: 0%; Pf growth 48h: -12%; Shiga inhibitor: 2; TbPYK inhibitor: 1%; Pf growth 96h: 10%; HCV inh: 28%

What do the screens show for `COc1cccc(OCCCCCN2CCOCC2)c1`?
CHX counter: 16; LmPK inh: 2%; Pf growth 48h: 0%; Shiga inhibitor: 110; TbPYK inhibitor: -4%; Pf growth 96h: inconclusive; HCV inh: 0%

Results for CCN1CCN(C(c2ccccn2)c2c(NC(=O)c3ccccc3)sc(C)c2C)CC1 (stereo unspecified) ?
CHX counter: -5; LmPK inh: 0%; Pf growth 48h: inconclusive; Shiga inhibitor: -16; TbPYK inhibitor: 0%; Pf growth 96h: 13µM*; HCV inh: inconclusive

What do the screens show for `CCOC(=O)CC1=CSC2=NS(=O)(=O)CCN12`?
CHX counter: -2; LmPK inh: 7%; Shiga inhibitor: -6; TbPYK inhibitor: 1%; Pf growth 96h: 39%[activator]; HCV inh: 16%

How did CC(C)CC(=O)N1CC(C)N(C(=O)CC(C)C)CC1C (stereo unspecified) do in these assays?
CHX counter: -1; LmPK inh: -3%; Pf growth 48h: 16%; Shiga inhibitor: 6; Pf growth 96h: 27%; HCV inh: 13%

How did c1ccc2c(Nc3ccc(N4CCOCC4)cc3)nc(N3CCOCC3)nc2c1 do in these assays?
CHX counter: 3; LmPK inh: -3%; Pf growth 48h: inconclusive; Shiga inhibitor: -7; TbPYK inhibitor: 8%; Pf growth 96h: -24%; HCV inh: inconclusive

What do the screens show for `CN1CCN(CCCC(=O)c2ccc(C3CCCC3)cc2)CC1`?
CHX counter: 29*; LmPK inh: -3%; Pf growth 48h: -9%; Shiga inhibitor: 54*; TbPYK inhibitor: 2%; Pf growth 96h: inconclusive; HCV inh: inconclusive

What do the screens show for `COc1cc(NS(=O)(=O)c2ccc(NC(=O)Cc3ccccc3)cc2)nc(OC)n1`?
CHX counter: -4; LmPK inh: -3%; Pf growth 48h: 14%; Shiga inhibitor: -8; TbPYK inhibitor: 1%; Pf growth 96h: 29%; HCV inh: 12%

How did Cc1cc(C)c2nc(NC(=O)c3cc(C)on3)sc2c1 do in these assays?
CHX counter: 22*; LmPK inh: -13%; Shiga inhibitor: 21; TbPYK inhibitor: 0%; Pf growth 96h: 43%[activator]; HCV inh: -46%

Results for O=C(CNC(=O)c1ccco1)OCC(=O)c1ccc2c(c1)CCCC2 ?
CHX counter: -1; LmPK inh: 2%; Pf growth 48h: 5%; Shiga inhibitor: 12; TbPYK inhibitor: -6%; Pf growth 96h: inconclusive; HCV inh: -9%

Results for O=S(=O)(Cc1ccccc1)/C1=C(\N2CCOCC2)CCCCCC1 ?
CHX counter: 7; LmPK inh: 7%; Pf growth 48h: inconclusive; Shiga inhibitor: -19; TbPYK inhibitor: 4%; Pf growth 96h: inconclusive; HCV inh: 1%

What do the screens show for `CC(C)[C@H](NC(=O)OC(C)(C)C)C(=O)N1CCC(C(=O)N[C@@H](C)C(=O)Nc2ccc(F)cc2)CC1`?
CHX counter: -2; LmPK inh: -5%; Pf growth 48h: -13%; Shiga inhibitor: 33; TbPYK inhibitor: 4%; Pf growth 96h: 0%; HCV inh: 17%

Results for CCOc1c(/C=C(\C#N)C(N)=O)c2ccccc2n1CC ?
CHX counter: -2; LmPK inh: -2%; Pf growth 48h: 4%; Shiga inhibitor: -5; TbPYK inhibitor: -14%; Pf growth 96h: 13µM*; HCV inh: inconclusive

Results for CCCOc1ccc(/C=N/NC(=O)c2ccc3c(c2)OCO3)c(OCCC)c1 ?
CHX counter: 1; LmPK inh: 7%; Pf growth 48h: 5.9µM*; Shiga inhibitor: 24; TbPYK inhibitor: 1%; Pf growth 96h: inconclusive; HCV inh: -29%

Arranged by SMILES length (lowest first): part of the list above.
What do the screens show for `COc1cccc(OCCCCCN2CCOCC2)c1`?
CHX counter: 16; LmPK inh: 2%; Pf growth 48h: 0%; Shiga inhibitor: 110; TbPYK inhibitor: -4%; Pf growth 96h: inconclusive; HCV inh: 0%

How did CC(C)CC(=O)N1CC(C)N(C(=O)CC(C)C)CC1C (stereo unspecified) do in these assays?
CHX counter: -1; LmPK inh: -3%; Pf growth 48h: 16%; Shiga inhibitor: 6; Pf growth 96h: 27%; HCV inh: 13%

Results for O=C(CNC(=O)c1ccco1)OCC(=O)c1ccc2c(c1)CCCC2 ?
CHX counter: -1; LmPK inh: 2%; Pf growth 48h: 5%; Shiga inhibitor: 12; TbPYK inhibitor: -6%; Pf growth 96h: inconclusive; HCV inh: -9%

The list goes on:
How did CC(=O)c1cccc(NC(=O)N2CCCCCC2)c1 do in these assays?
CHX counter: 5; LmPK inh: 3%; Pf growth 48h: 8%; Shiga inhibitor: 14; TbPYK inhibitor: -1%; Pf growth 96h: -3%; HCV inh: 11%

What do the screens show for `O=C(Nc1cc(N2CCOCC2)ncn1)c1ccc(F)cc1`?
CHX counter: 33*; LmPK inh: -8%; Pf growth 48h: 101%[activator]; Shiga inhibitor: 75*; TbPYK inhibitor: -3%; Pf growth 96h: inconclusive; HCV inh: inconclusive

How did COc1ccc(NC(=O)CCN2CCN(c3ccccc3F)CC2)c(OC)c1 do in these assays?
CHX counter: 2; LmPK inh: -4%; Pf growth 48h: inconclusive; TbPYK inhibitor: 4%; Pf growth 96h: 10µM*; HCV inh: -20%

How did COc1cccc(N2C(=O)CC(Sc3nc(C)cc(C)n3)C2=O)c1 (stereo unspecified) do in these assays?
CHX counter: -4; LmPK inh: -2%; Pf growth 48h: -13%; Shiga inhibitor: 14; TbPYK inhibitor: -5%; Pf growth 96h: 0%; HCV inh: 10%

What do the screens show for `CC(=O)c1csc(COc2ccc(Cl)cc2)n1`?
CHX counter: 44*; LmPK inh: -7%; Pf growth 48h: 88%[activator]; Shiga inhibitor: 38*; TbPYK inhibitor: 1%; Pf growth 96h: 132%[activator]; HCV inh: -5%

How did O=C(Cn1nnc(-c2ccc(CN3CCOCC3)cc2)n1)Nc1nc(-c2ccccc2)cs1 do in these assays?
CHX counter: 1; LmPK inh: 7%; Pf growth 48h: -24%; Shiga inhibitor: 21; TbPYK inhibitor: 5%; Pf growth 96h: -22%; HCV inh: -19%

How did CCN(CC)c1ccc(C(=O)OCC(=O)Nc2cc(C)on2)cc1 do in these assays?
Pf growth 48h: -17%; TbPYK inhibitor: 2%; Pf growth 96h: 12%; HCV inh: inconclusive

What do the screens show for `CCc1ccc(NC(=S)NCc2ccccc2)cc1`?
CHX counter: 34*; LmPK inh: 1%; Pf growth 48h: 10%; Shiga inhibitor: 142*; TbPYK inhibitor: 4%; Pf growth 96h: inconclusive; HCV inh: 7%

What do the screens show for `Fc1ccc(-c2csc(N3CCOCC3)n2)cc1`?
CHX counter: 39*; LmPK inh: -7%; Pf growth 48h: 68%[activator]; Shiga inhibitor: 51*; TbPYK inhibitor: -16%; Pf growth 96h: 72%[activator]; HCV inh: inconclusive

What do the screens show for `Cc1ccc(S(=O)(=O)NC2CC(C)(C)NC(C)(C)C2)cc1`?
CHX counter: -2; LmPK inh: -1%; Pf growth 48h: inconclusive; Shiga inhibitor: -18; TbPYK inhibitor: 2%; Pf growth 96h: 6%; HCV inh: 3%

How did Cc1cc(N/N=C/c2ccncc2)c([N+](=O)[O-])cc1[N+](=O)[O-] do in these assays?
CHX counter: 1; LmPK inh: 4%; Pf growth 48h: inconclusive; Shiga inhibitor: 0; TbPYK inhibitor: -5%; Pf growth 96h: inconclusive; HCV inh: -6%

What do the screens show for `CC1CCN(C(=O)c2ccccc2NC(=O)Cc2ccccc2)CC1`?
CHX counter: 18; LmPK inh: -3%; Pf growth 48h: 18%; Shiga inhibitor: 13; TbPYK inhibitor: 0%; Pf growth 96h: 7%; HCV inh: -4%

How did CCn1c(NC(C)=O)c(-c2ccccc2Cl)c(=O)c2ccccc21 do in these assays?
CHX counter: -1; LmPK inh: 3%; Pf growth 48h: 29%; Shiga inhibitor: -2; TbPYK inhibitor: -2%; Pf growth 96h: 10%; HCV inh: 10%

How did O=C1CC(NS(=O)(=O)c2cccs2)CN1c1cccc(F)c1 (stereo unspecified) do in these assays?
Pf growth 48h: -3%; TbPYK inhibitor: 0%; Pf growth 96h: 16%; HCV inh: -4%[8.37 µM]

Results for C#CCOC(=O)CCC(=O)NCCc1ccccc1 ?
CHX counter: -2; LmPK inh: -1%; Pf growth 48h: -2%; Shiga inhibitor: -11; TbPYK inhibitor: -5%; Pf growth 96h: 15%; HCV inh: 0%

What do the screens show for `O=[N+]([O-])c1ccc(S(=O)(=O)Nc2nnc(C(F)(F)F)s2)cc1`?
CHX counter: -1; LmPK inh: 0%; Pf growth 48h: 22%; Shiga inhibitor: 29; TbPYK inhibitor: -1%; Pf growth 96h: 10µM*; HCV inh: 11%

Results for Clc1ccccc1CN1CCNCC1 ?
CHX counter: -2; LmPK inh: -3%; Pf growth 48h: 21%; Shiga inhibitor: -25; TbPYK inhibitor: 0%; Pf growth 96h: 8.3µM*; HCV inh: -14%

Results for CC(=O)C1=C(O)C(=O)N(CCNCCO)C1c1ccccc1 (stereo unspecified) ?
CHX counter: -3; LmPK inh: -8%; Pf growth 48h: -16%; Shiga inhibitor: -10; TbPYK inhibitor: 2%; Pf growth 96h: 117%[activator]; HCV inh: 8%

What do the screens show for `Cc1cccc(C)c1NC(=O)CSc1nc(COc2ccccc2)nc2ccccc12`?
CHX counter: -6; LmPK inh: 4%; Pf growth 48h: -22%; Shiga inhibitor: -14; TbPYK inhibitor: -1%; Pf growth 96h: -25%; HCV inh: -23%

Results for CCc1ccc(OCCOCC(O)CNC(C)CC)cc1 (stereo unspecified) ?
CHX counter: -1; LmPK inh: -3%; Pf growth 48h: -10%; Shiga inhibitor: -8; TbPYK inhibitor: 0%; Pf growth 96h: -5%; HCV inh: -25%

What do the screens show for `ON1C(c2ccccc2)CC2(O)c3nonc3CCC12` (stereo unspecified)?
CHX counter: -4; LmPK inh: 4%; Pf growth 48h: 4%; Shiga inhibitor: -2; TbPYK inhibitor: 4%; Pf growth 96h: inconclusive; HCV inh: 13%

How did Cn1c(/C(C#N)=C(\O)CN2CCN(Cc3ccccc3)CC2)nc2ccccc21 do in these assays?
CHX counter: -3; LmPK inh: 2%; Pf growth 48h: 6%; Shiga inhibitor: 14; TbPYK inhibitor: -8%; Pf growth 96h: 90%[activator]; HCV inh: 2%

How did COc1cccc(OCCNc2ccc([N+](=O)[O-])cn2)c1 do in these assays?
Pf growth 48h: 0%; TbPYK inhibitor: 1%; Pf growth 96h: inconclusive; HCV inh: 3%

Results for O=c1c2ccccc2ncn1CCOc1ccccc1[N+](=O)[O-] ?
CHX counter: 26*; LmPK inh: -4%; Pf growth 48h: 3%; Shiga inhibitor: 37; TbPYK inhibitor: 0%; Pf growth 96h: 22%; HCV inh: 9%

Source: PubChem BioAssay (National Center for Advancing Translational Sciences (NCATS))

Not a hit list. Share with any hit: about 24%.
